Bioassay records from PubChem.
S2 tox = cell viability loss in ATXN counter-screen | S2 cells (HEK-293 line with an ATXN2-luciferase reporter) viability, CellTiter-Fluor protease fluorescence, 24 h | 400,000 compounds, 0.49% hits | Potency, µM (titrated, usually from 56.7 µM), actives largely listed as cytotoxic; note: potency is the fitted concentration of half-maximal effect; nearly all actives have a fitted effect of over 40% in size
Nrf2 inh = inhibitors of Nrf2 signaling. A549 ARE-Fluc reporter, luciferase luminescence, 18-24 h. AID 504444. 360,000 compounds, 2.1% hits. Potency, µM (series often up to 46 µM), without a hit: at the highest dose activity change, negative = inhibition, hits mostly inhibitors; note: potency is the fitted concentration of half-maximal effect; % is set by controls: 0 for no effect and ±100 for the full control effect; nearly all actives have a fitted effect of over 60% in size
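Quantitative HTS in A549 cells stably bearing an antioxidant response element-firefly luciferase construct. Inhibition of Nrf2-driven transcription was scored by luminescence after 18-24 h of compound exposure at 37 °C.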
CCT chaperon mod = changes cytosolic chaperonin activity; purified chaperonin ATPase assay, HTRF ADP detection, 30 min; activity change, % (no concentration beside the values), hits read low; 360,000 compounds, 0.3% hits; in the data active = activity change below about -30%; note: % is set by controls: 0 for no effect and ±100 for the full control effect
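TRiC (40 or 20 nM final, by batch activity) in 30 mM Tris pH 7.4, 100 mM KCl, 5 mM MgCl2, 1 mM DTT was treated with compound at 76 uM single dose, then 10 uM ATP, 30 min at 37 °C. ADP was read by HTRF Transcreener.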
HepG2 viability = kills HepG2 cells in TGF-b inhibitor counter-screen | Potency, µM (titrated, usually from 46.1 µM), for the others: at the top dose activity change, negative = cytotoxicity, actives largely listed as cytotoxic | HepG2 CAGA-GFP viability, ATP luminescence, 18 h | 410,000 compounds, 0.76% hits; note: potency is the fitted concentration of half-maximal effect; some results filed as inactive show a strong effect at the top dose
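CellTiter-Glo luminescence gave cytotoxicity after 18 hours at 37 degrees C. The cells were HepG2 CAGA-GFP in 1% FBS DMEM, stimulated with 500 pg/mL TGF-beta after compound addition. %Activity was normalised to no-cell wells (complete cell-killing) and DMSO (no toxicity), and curves were fitted and classified.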
Nrf2 ARE act = activators of Nrf2 (ARE) signaling; Potency, µM (titrated, usually from 46.1 µM), for inactives: at the highest dose activation, hits mostly activators; AID 624171; 410,000 compounds, 0.31% hits; AREc32 ARE-luciferase reporter (MCF7-derived line), luminescence, 24 h; note: potency is the fitted concentration of half-maximal effect; % of control where 0% means no effect; nearly all actives have a fitted effect of over 65% in size
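AREc32 cells carrying an ARE-driven firefly luciferase reporter were seeded at 1000 cells/well in OPTI-MEM with 5% FBS, then exposed to compound for 24 hr at 37 deg C. Luminescence was read with Steady-Glo after 30 min at RT.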
pAkt inh = blocks phosphorylation of Akt; Neuro2A IGF-stimulated pAkt S473 HTRF, 20 min; hits give low values; activity change, % for hits at 50 µM; 360,000 compounds, 0.32% hits; AID 651550; in the data active = activity change below about -80%; inconclusive = mostly about -51% to -80%; note: % is set by controls: 0 for no effect and ±100 for the full control effect
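Single-point screen (50 µM final compound) in Neuro2A cells stimulated 20 min with 6 nM IGF at 37 deg C. After lysis, Ser473-phosphorylated Akt read by HTRF (ex 330 nm, em 615/665 nm) as the 665/615 ratio.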
TGFb SMAD3 inh = TGF-b pathway inhibition. HepG2 CAGA-GFP TGF-b/SMAD3 reporter, GFP fluorescence, 18 h; TGF-beta stimulated, 500 pg/mL final. Potency, µM (series often up to 46.1 µM), without a hit: at the highest dose activity, negative = inhibition, hits mostly inhibitors. 410,000 compounds, 1.2% hits; note: potency is the fitted concentration of half-maximal effect; % is set by controls: 0 for no effect and ±100 for the full control effect; nearly all actives have a fitted effect of over 65% in size
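HEPG2 CAGA-GFP reporter cells (1000/well, DMEM with 1% FBS) received compounds, then recombinant TGF-beta at 500 pg/mL final for 18 hours at 37 degrees C. Per-cell GFP summed per well was normalised to unstimulated and stimulated DMSO controls before curve fitting.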
A549 viability = kills or reduces viability of A549 cells in Nrf2 counter-screen. A549 ARE-Fluc cells, CellTiter-Fluor viability, 18-24 h. Potency, µM (top dose mostly 46 µM), for the others: at the top dose activity change, negative = cytotoxicity, actives largely listed as inhibitors. 390,000 compounds, 0.16% hits; note: potency is the fitted concentration of half-maximal effect; % is set by controls: 0 for no effect and ±100 for the full control effect
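Cytotoxicity counterscreen: CellTiter-Fluor fluorescence was measured in A549 ARE_Fluc cells after 18-24 h of compound exposure in a concentration series. The subsequent BugLite luminescent read reports ARE-luciferase activity.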
MmCpn inh = inhibitors of Methanococcus maripaludis chaperonin (MmCpn) | Potency, µM (highest dose often 76.9 µM), without a hit: top-dose activity, negative = inhibition, hits mostly inhibitors | AID 504842 | 330,000 compounds, 0.031% hits | purified Mm-Cpn ATPase, ADP Transcreener TR-FRET; note: potency is the fitted concentration of half-maximal effect; % is set by controls: 0 for no effect and ±100 for the full control effect; nearly all actives have a fitted effect of over 80% in size
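ATPase read-out: TR-FRET ADP immunoassay (anti-ADP Eu cryptate vs ADP-d2), ex 320 nm, em 590/665 nm; signal drops as ADP forms. Enzyme 25 nM, ATP 10 uM, 30 min at 37°C after 10 min compound preincubation.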
An asterisk follows results filed as active; i = inactive; ? = inconclusive; nt = not tested or not shown; ! = not confirmed by another sample; [ ] = remark or other dose. Unless noted, calls come from the whole dose curve; as a rule, active = well fitted curve in the direction sought with a large enough effect; inconclusive = small, poorly fitted or top-dose-only effect, or another doubt; inactive = no such curve, though single readings can be large; an effect the other way counts as inactive or inconclusive.

SMILES	S2 tox	Nrf2 inh	CCT chaperon mod	HepG2 viability	Nrf2 ARE act	pAkt inh	TGFb SMAD3 inh	A549 viability	MmCpn inh
CC(C)C(=O)NC(=S)Nc1ccc(S(=O)(=O)Nc2nccs2)cc1	i	-29%	-1.6	3%	0.5%	i	?	-8%	-1%
O=C(CN1CCN(c2ccccn2)CC1)Nc1cccc(Br)c1	i	1%	0.9	-24%	-0.4%	i	-23%	4%	-4%
COc1ccc(CCN(C)C/C=C/c2ccccc2[N+](=O)[O-])cc1OC	i	-3%	-7.9	-43%	0.8%	i	-11%	0%	-1%
CC(C)[C@H](NC(=O)c1ccccc1F)C(=O)Nc1ccc(F)c(F)c1	i	-11%	1.0	-18%	-0.5%	i	-2%	-3%	0%
Cc1ccc(C)c(Cn2c(=O)n(Cc3ccc(C(=O)NC4CCN(Cc5ccccc5)CC4)cc3)c(=O)c3ccccc32)c1	i	13%	nt	-16%	0.2%	nt	-5%	-1%	nt
CCCC(=O)N(c1ccc2oc(C)c(C(C)=O)c2c1)S(=O)(=O)c1ccc(C)c([N+](=O)[O-])c1	i	-5%	-1.2	6%	0.2%	i	1%	-4%	0%
CC1=C(C(=O)Nc2ccc(C)cc2C)C(c2ccc(C)o2)NC(=S)N1 (configuration not stated)	i	3%	0.1	-12%	-0.3%	i	-3%	10%	-2%
O=C(NCC1CCCCC1)c1cccnc1Cl	i	23%	0.2	-7%	-0.2%	i	-12%	2%	1%
CCCC(=O)Nc1ccc2nn(-c3ccc(OC)cc3)nc2c1	?	?	-4.3	-24%	3.0%	i	-9%	-10%	-1%
CCOP(=O)(OCC)/C(C#N)=C/c1cc(OC)ccc1OC	i	-17%	-3.0	-9%	4.1%	i	14%	0%	-7%

A few values from the results shown.
Value for CC(C)[C@H](NC(=O)c1ccccc1F)C(=O)Nc1ccc(F)c(F)c1 under Nrf2 inh: -11%
Value for O=C(NCC1CCCCC1)c1cccnc1Cl under HepG2 viability: -7%

Continuation:
SMILES	S2 tox	Nrf2 inh	CCT chaperon mod	HepG2 viability	Nrf2 ARE act	pAkt inh	TGFb SMAD3 inh	A549 viability	MmCpn inh
Oc1cccc(-c2nnc(-c3cccc(O)c3)nn2)c1	?	-11%	1.0	-65%	?	i	-14%	-1%	nt
O=C(CSc1ccccc1)Nc1ccc2c(c1)C(=O)NC2=O	i	15%	-1.7	-7%	-0.5%	nt	3%	-1%	0%
CC(Sc1nc(NCc2ccccc2)nc(N(C)C)n1)C(=O)Nc1ccccc1 (configuration not stated)	i	nt	0.5	-17%	0.5%	i	?	?	0%
COc1ccc(-c2nc(-c3ccc(Br)cc3)no2)c(OC)c1	i	?	-1.3	-4%	18%	i	13%	10%	nt
Cn1ccnc1SCC(=O)c1ccc(O)cc1	i	?	-2.0	-25%	-0.3%	i	-2%	3%	0%
Cc1ccc(S(=O)(=O)N2CCOCC2)cc1NC(=O)CN1CCN(C)CC1	i	14%	-1.6	-3%	1.0%	i	0%	6%	1%
CCC(CC)c1nnc(NC(=O)CCNC(=O)c2ccccc2Cl)s1	i	-25%	-0.3	10%	0.2%	i	0%	-3%	1%
CCN1CCN(CC(O)COc2ccc3c(c2)CCC3)CC1 (configuration not stated)	i	7%	0.2	1%	-0.1%	i	0%	14%	1%
COc1ccc(CN2CCC(CO)(CCOc3ccccc3)CC2)cc1C	i	8%	-1.7	12%	0.0%	i	-4%	-8%	-1%
Clc1ccccc1N=C1NN=C(c2cccs2)CS1	i	?	-3.5	-3%	?	i	?	-11%	1%
COc1ccccc1CNC(=O)c1oc2ccc(S(=O)(=O)N3CCCC3)cc2c1C	i	nt	1.9	-1%	2.5%	i	-6%	8%	-2%
CC1(c2nnc(-c3ccncc3)o2)CC(c2ccccc2)=NO1 (configuration not stated)	i	20%	0.8	-5%	2.6%	i	6%	12%	nt
CC(C)(C)C1CCC(=NNC(=O)C(=O)NCc2ccco2)CC1 (configuration not stated)	i	2%	-2.1	-3%	0.1%	i	-9%	2%	1%
O=c1ccn(CCOc2ccc(Cl)cc2)c(=O)[nH]1	i	-23%	-1.7	2%	-0.1%	i	12%	-6%	1%
COC(=O)[C@H](Cc1ccccc1)NCCCn1cnc(C(=O)Nc2ccc(C)c(C)c2)n1	?	?	1.1	-19%	7.1%	i	?	-23%	nt
CC(OC(=O)Nc1cccc(Cl)c1)C(=O)O (configuration not stated)	i	3%	-2.7	14%	-0.5%	i	10%	1%	-2%
O=C(COC(=O)c1cc(S(=O)(=O)N2CCCCC2)ccc1N1CCOCC1)c1ccccc1Cl	nt	nt	0.2	-1%	2.2%	i	1%	nt	nt
CCOC(=O)CCc1nn(C)c(=O)c2ccccc12	i	-13%	-1.1	8%	-0.5%	i	-10%	-2%	-2%
COc1ccc(NC(=S)N2CCN(S(=O)(=O)c3ccc(F)cc3)CC2)cc1	i	3%	-0.2	10%	-1.1%	i	0%	4%	1%
O=C1c2ccccc2C(Nc2cccnc2)N1Cc1ccccc1 (configuration not stated)	i	10%	-0.8	-14%	-0.8%	i	-13%	-4%	0%

Sorted by formula weight (highest first): some entries from above
SMILES	S2 tox	Nrf2 inh	CCT chaperon mod	HepG2 viability	Nrf2 ARE act	pAkt inh	TGFb SMAD3 inh	A549 viability	MmCpn inh
COC(=O)[C@H](Cc1ccccc1)NCCCn1cnc(C(=O)Nc2ccc(C)c(C)c2)n1	?	?	1.1	-19%	7.1%	i	?	-23%	nt
COc1ccccc1CNC(=O)c1oc2ccc(S(=O)(=O)N3CCCC3)cc2c1C	i	nt	1.9	-1%	2.5%	i	-6%	8%	-2%
CC(C)(C)C1CCC(=NNC(=O)C(=O)NCc2ccco2)CC1 (configuration not stated)	i	2%	-2.1	-3%	0.1%	i	-9%	2%	1%

Two of the compounds above, with bars between the fields:
SMILES | S2 tox | Nrf2 inh | CCT chaperon mod | HepG2 viability | Nrf2 ARE act | pAkt inh | TGFb SMAD3 inh | A549 viability | MmCpn inh
O=c1ccn(CCOc2ccc(Cl)cc2)c(=O)[nH]1 | i | -23% | -1.7 | 2% | -0.1% | i | 12% | -6% | 1%
CC(OC(=O)Nc1cccc(Cl)c1)C(=O)O (configuration not stated) | i | 3% | -2.7 | 14% | -0.5% | i | 10% | 1% | -2%

Next section:
SMILES	S2 tox	Nrf2 inh	CCT chaperon mod	HepG2 viability	Nrf2 ARE act	pAkt inh	TGFb SMAD3 inh	A549 viability	MmCpn inh
CCCC(C)NC(=O)CSCc1ccc(OC)cc1 (configuration not stated)	i	3%	-0.5	0%	-0.5%	i	32%[activator]	7%	4%
Cc1ccccc1NC(=O)NCCCN1CCN(C2CCCCC2)CC1	i	nt	-3.1	22%	0.4%	i	22%	1%	0%
CCn1c(SCC(=O)Nc2sc(C)c(C)c2C#N)nnc1C(C)C	i	17%	-0.4	-27%	-0.1%	i	-13%	1%	-1%
COc1ccc2c(c1)C(SCC(=O)NCc1ccccc1)CC(C)(C)O2 (configuration not stated)	i	?	1.1	-16%	-0.7%	i	-4%	-26%	1%
O=C(CC1Sc2ccccc2NC1=O)c1ccc(Br)cc1 (configuration not stated)	i	12%	0.4	6%	6.7%	i	10%	-1%	3%
CCCNS(=O)(=O)c1ccc(NC(=O)c2ccccn2)cc1	i	nt	-0.1	-3%	1.8%	i	?	12%	1%
CCOC(=O)c1ccc(NC(=O)Cn2c(-c3nonc3N)nc3ccccc32)cc1	?	13%	0.8	4%	-0.1%	i	-12%	-4%	-2%
Cc1ccc(S(=O)(=O)Nc2ccccc2C(=O)NCc2cccnc2)cc1	i	0%	-1.0	-4%	-0.5%	i	-2%	1%	2%
NC(=O)c1nsc(C(=O)N(Cc2ccc(F)cc2)C(C(=O)NC2CCCC2)c2ccco2)c1N (configuration not stated)	i	?	2.8	2%	3.7%	i	9%	-11%	1%
O=C(CCc1nc(-c2ccccc2)no1)Nc1cccnc1	i	-4%	-1.1	5%	0.7%	i	-1%	0%	-3%
CC(=O)NCCCNC(=S)NCCCN(Cc1ccc(Cl)cc1)c1ccc(Br)cn1	?	?	nt	13µM*!	-0.7%	nt	16µM*	1%	nt
COc1ccccc1-c1nc(C#N)c(N2CCC(Cc3ccccc3)CC2)o1	i	?	-1.1	-11%	2.8%	i	?	-17%	0%
COC(=O)CNC(=O)c1c(C)cc(=O)oc1C	i	3%	1.2	6%	2.3%	i	36%[activator]	0%	nt
CCOc1ccccc1CN1CCC(N2CCOCC2)CC1	i	0%	-1.4	-11%	-2.0%	i	-5%	-6%	-1%
COc1cccc(OC)c1CC1SC(=O)NC1=O (configuration not stated)	i	-12%	-3.1	-14%	0.3%	i	-11%	-6%	2%
COc1ccccc1CNC(=O)C1CCC(CNc2c(N3CCOCC3)c(=O)c2=O)CC1 (configuration not stated)	i	0%	-0.6	-37%	-1.4%	i	?	2%	-1%
COC(=O)CC1SC(=O)NC1=Nc1ccc(OC)cc1 (configuration not stated)	i	nt	-1.9	4%	-0.7%	i	0%	-7%	-2%
O=C1CS/C(=N/N=C\c2ccn[nH]2)N1	i	1%	-2.6	-6%	-0.1%	i	17%	7%	4%
CC1=NN(c2nc(-c3ccc(C)cc3)cs2)C(=O)C1N=Nc1ccc2ccccc2c1 (configuration not stated)	i	9%	0.5	-6%	4.0%	i	3%	-6%	-2%
CC(Oc1cccc(F)c1)c1ccnc2nc(/N=C/N(C)C)nn12 (configuration not stated)	i	?	3.3	6%	0.2%	i	-12%	9%	-6%
COc1ccc(/C=C/C(=O)Nc2ccc(S(=O)(=O)Nc3cc(C)nc(C)n3)cc2)cc1OC	i	11%	0.6	-14%	-0.7%	i	-16%	8%	-1%
CCOC(=O)/C(C(C)=O)=C1/OC(=O)c2ccccc21	i	-8%	-3.1	13%	-0.5%	i	3%	12%	1%
